RBX1-CUL1 inh = inhibitors of human ROC1-CUL1 ubiquitin ligase activity | inhibition, % at 10 µM | 0.6% of 140,000 active | P62877+Q13616 | AID 1347404 | in vitro K48 di-Ub FRET, acceptor:donor ratio, 45 min; in the data active = inhibition above about 25%
* marks the source's active call; other numbers are inactive results. Some of the compounds tested; rates above refer to the full screens.

SMILES	RBX1-CUL1 inh
O=C(NCc1ccc2c(c1)OCO2)c1ccc2c(c1)N(Cc1ccccc1)C(=O)c1ccccc1S2=O (stereo unspecified)	-5
COc1cc(NC(=O)c2cc3n(n2)C(C(F)(F)F)CC(c2ccccc2)N3)c(OC)cc1Cl (stereo unspecified)	-8
O=c1[nH]c2ccc(NCc3ccccc3F)cc2[nH]1	-3
CCOc1ccc(CCNC(=O)c2cccc(Nc3nc4ccccc4nc3-n3nc(C)cc3C)c2)cc1OCC	-4
Cc1ccccc1Cc1nnc(NC(=O)N(C)Cc2ccco2)s1	5
COc1cccc(CNc2ccc(C(=O)O)c(Cl)c2)c1	3
O=C(NC(=S)NCCSc1ccccc1)c1cncc(Br)c1	4
Clc1ncnc2scc(C3COc4ccccc4O3)c12 (stereo unspecified)	2
CCOC(=O)c1snc(C(=O)N2CCOCC2)c1N	0
C=CCOc1ccc(CNc2cccc(C(=O)O)c2)cc1OCC	-1
NC(=O)C1(N2CCCCC2)CCN(C(=O)CCC2(Cc3ccc(Cl)cc3)CCC(=O)N2)CC1 (stereo unspecified)	-9
Cn1cncc1C(=O)N1CCc2[nH]nc(-c3cccc(C#N)c3)c2C1	6
COc1ccc(C2(C#N)CCC3(CC2)OCCO3)cc1OC	11
COc1ccc(F)cc1S(=O)(=O)N1CCC(C(N)=O)CC1	3
COCCNS(=O)(=O)c1cc(C)c(C)cc1C	13
C=CCn1c(=O)c2c(nc3n(-c4ccccc4OC)c(C)cn23)n(C)c1=O	1
CCOC(=O)C(C)N1C(=O)S/C(=C/c2ccc(N(C)C)c(Br)c2)C1=O (stereo unspecified)	2
CN(C)c1ccc(CNC(=O)c2cnc3sc(N4CCCCCC4)nn3c2=O)cc1	-2
COc1ccc(-c2cc(C(F)(F)F)n3nc(C(=O)O)c(Cl)c3n2)cc1OC	14
O=C(NCc1ccc(Cl)c(Cl)c1)C1CCCC1	2
Clc1cccc(CSc2nnc(-c3cnccn3)n2Cc2ccco2)c1	-2
Cc1nc(-c2ccccc2)cs1	-6
CCOc1c(CNCC2CCNCC2)cccc1OC	4
CCCCS(=O)(=O)C1CCCCC1OC(=O)CCN1CCCCC1 (stereo unspecified)	2
O=C1N=CC(c2csc3sccc23)C(=O)N1 (stereo unspecified)	6
C/C(=C\c1ccccc1)C(C)OC(=O)Nc1ccccc1 (stereo unspecified)	2
CCOC(=O)CSc1nc2ccc(NC(=O)c3ccccc3)cc2s1	-5
Cc1cc(OCC(=O)Nc2ccc(S(=O)(=O)N(C)Cc3ccccc3)cc2)cc(C)c1Cl	11
N#Cc1c(C(F)(F)F)cc(-c2cccs2)nc1SCC(=O)c1cccc(Br)c1	5
Cc1ccc(-n2nc(C)c3c(C)c(CCC(=O)NCc4ccc(Cl)cc4)c(C)nc32)cc1	0
CCCN1CCN(CCCNC(=O)c2ccc(CS(=O)c3ccc(OC)cc3)o2)CC1 (stereo unspecified)	2
Cc1cc2c(cc1S(=O)(=O)Nc1cccc(Cl)c1C)n(C)c(=O)c(=O)n2C	-3
Fc1cc(Br)ccc1Nc1c2c(nc3nc(-c4cccs4)nn13)CCCC2	5
CC(C)n1cc(C(=O)NC(C)(C)C)c(=O)c(C(=O)N(C)Cc2ccccc2)c1	0
COCCNC(=O)c1ccc2c(c1)N(Cc1c(F)cccc1Cl)C(=O)c1ccccc1S2	-14
Cc1nccnc1-c1cccc(-c2ccn(Cc3cscn3)n2)c1	-1
Cc1ccc(N=C2NC(=O)CC(C(=O)Nc3ccc(Cl)cc3)S2)cc1C (stereo unspecified)	-6
CCOC(=O)c1c(C)n(C)c2ccc(OCC(O)CNCC3CCCO3)cc12 (stereo unspecified)	-9
CSc1nc(N)nc(SCC(=O)C23CC4CC(CC(C4)C2)C3)c1C#N	-5
COc1cc(C=Nc2ccc(NC(C)=O)cc2)cc(OC)c1OC	4
CSCCNC1CCN(c2ccc(NC(=O)CCCCc3ccccc3)cc2)CC1	-4
CCNc1nc(NC(C)C)nc(Oc2ccc(C(=O)OC)cc2)n1	-4
O=C(Cn1cc(NC(=O)CCOc2ccccc2)cn1)NCCn1nc(-c2ccccc2)ccc1=O	1
O=C1CC(c2cccc(O)c2)C2=C(CC(c3ccc(F)cc3)CC2=O)N1 (stereo unspecified)	13
COC(=O)c1nn(C)c(C(=O)OC)c1-c1ccccc1	-6
CCOCCc1nn2c(=O)cc(COC(=O)c3ccc4c(c3)OCO4)nc2s1	-1
O=C(NCc1ccccc1)c1ccc(S(=O)(=O)N2CCOCC2)cc1	0
Cc1cc(C)n(CC2(CNC(=O)Nc3nc(C)n(C(C)C)n3)CC2)n1	3
O=C(CC1(c2ccccc2)CC(=O)N(Cc2cccs2)C1=O)N1CCC(c2ccc(F)cc2)C1 (stereo unspecified)	-3
O=C(c1cnn(-c2ccc(F)cc2)c1-n1cccc1)N1CCN(c2ccc(Cl)cc2)CC1	-2
Cc1occc1C(=O)NNC(=O)C1C2CCC(C2)C1C(=O)O (stereo unspecified)	-9
COc1ccccc1N1C(=N)C(C#N)C(C(F)(F)F)(C(F)(F)F)C2=C1CCCC2 (stereo unspecified)	4
CCNC(=O)C(C)Oc1ccc(Cl)cc1 (stereo unspecified)	0
CC(C)(C)NC(=O)Cn1cc(S(=O)(=O)Cc2ccc(F)cc2)c2ccccc21	-1
C1=C(CCNCc2ccc3c(c2)OCCO3)CCCC1	-2
CCOc1ccccc1NC(=O)CSc1nc2ccccc2nc1N1CCOCC1	-2
COc1ccc(OC)c(CNC(=O)CN(c2ccc(C)cc2)S(=O)(=O)N(C)C)c1	-9
O=C(COC(=O)c1n[nH]c(=O)c2ccccc12)c1ccc(Cl)cc1	3
CCn1c2ccccc2c2cc(NC(=O)c3cccc(OC)c3OC)ccc21	-1
CS(=O)(=O)c1ccc2nc(N)sc2c1	-1
Next section:
SMILES	RBX1-CUL1 inh
COc1cccc(CN2CCC(n3nccc3NC(=O)C(OC)c3ccccc3)CC2)c1 (stereo unspecified)	-4
COc1ccc(NC(=O)CSCc2ccc(Cl)cc2)cc1OC	0
O=C(CCc1cccs1)N1CCc2[nH]nc(-c3cccc(F)c3)c2C1	1
O=C(Nc1ccc([N+](=O)[O-])cc1Br)C1CC1c1ccccc1 (stereo unspecified)	-2
COc1ccc2c(c1)SC(c1ccc(OC)c(C)c1)CCN2Cc1cn(C)nc1C (stereo unspecified)	3
CC(=O)OC[C@H]1OC(Oc2ccccc2-c2nc(C)no2)[C@H](OC(C)=O)[C@@H](OC(C)=O)[C@@H]1OC(C)=O (stereo partly specified)	-3
Cc1cc(C)nc(Sc2ccc([N+](=O)[O-])cc2[N+](=O)[O-])n1	8
COC(=O)Nc1sc(C)c(C)c1C(=O)OC	-1
O=C(CSc1nc(-c2ccccc2)cs1)NC1=NN(c2ccccc2)C(=O)C1	-16
COCC1CCCCN1C(=O)c1cn(CCc2ccccc2)nn1 (stereo unspecified)	8
Cc1ccccc1NC(=O)CSc1nnc(-c2cccc(NC(=O)c3ccccc3)c2)n1C	6
O=S(=O)(c1ccccc1)c1nc(-c2cccc(Cl)c2)oc1NCc1ccccc1	-6
COc1ccc(/C=C/c2nc3ncccc3o2)cc1	0
Cc1ccc(NC(=O)Cc2cccs2)cc1C	-2
Cc1cc2nnc(SCC(=O)Nc3c(Cl)cccc3Cl)n2c2ccccc12	-1
CC(=O)c1ccc(NC(=O)c2nc(-c3ccccc3)n(-c3ccc(C)cc3)n2)cc1	-4
CCCCCOc1ccc(C2C(C(=O)OC(C)C)C(C)=Nc3ncnn32)cc1OC (stereo unspecified)	0
CN(C(=O)c1nn2c(C(F)(F)F)cc(-c3cccs3)nc2c1Cl)c1ccc(OC(F)(F)F)cc1	-3
CN(C)S(=O)(=O)N1CCc2onc(-c3ccccc3)c2C1	-1
CCOc1ccccc1NC(=O)COC(=O)c1ccccc1N	-9
Cc1ccc(-n2ncc(C(=O)NCc3cccs3)c2C2CCN(C(=O)OC(C)(C)C)CC2)c(C)c1	-2
Cc1ccc2nc(NCCc3ccccc3)c3nncn3c2c1	-6
Cc1cccc(N2CCN(Cc3nnc(-c4ccccc4C)o3)CC2C)c1 (stereo unspecified)	-7
CN(c1ccccc1)S(=O)(=O)c1ccc(Cl)cc1	-1
CC(C)OC(=O)c1ccc(NC(=S)NC(=O)c2cncc(Br)c2)cc1	-3
COc1ccccc1NC(=O)CCCc1nnc2n(C)c(=O)c3sccc3n12	-14
CN=C(NCc1ccccc1)c1ccc(Oc2ccc([N+](=O)[O-])cc2Cl)cc1	-2
O=C(C1=NOC2C(=O)N(c3ccccc3)C(=O)C12)c1cccs1 (stereo unspecified)	-4
N#Cc1c(N2CCCC2)[nH]n2c(=O)cc(Cc3cccc(Cl)c3)nc12	-3
COc1ccc(/C=C/c2nc(C#N)c(NCc3ccc(C)cc3)o2)cc1OC	-3
NC(=O)c1c(NC(=O)C2C3CCC(C3)C2C(=O)O)sc2c1CCCCCCCCCC2 (stereo unspecified)	-7
Cc1cccc(CS(=O)(=O)c2ncc(Cl)c(C(=O)Nc3nnc(C(C)C)s3)n2)c1	2
CC(C)N1CC=C2C(C#N)C(=N)C(C#N)(C#N)C(c3c(F)cccc3Cl)C2C1 (stereo unspecified)	-4
O=C(Nc1ccc2oc(-c3cccnc3)nc2c1)c1ccc(-c2ccccc2OC(F)(F)F)o1	7
CN(C(=O)CSc1nc2ccc(NC(=O)COc3ccccc3Cl)cc2s1)c1ccccc1	-3
Cc1ccc(-c2cc(C(F)(F)F)n3nc(C(=O)Nc4ccc(Cl)cc4Cl)cc3n2)cc1	-3
CCOc1ccc(C2Nc3ccccc3-c3nnc(SCC)nc3O2)cc1 (stereo unspecified)	5
Cc1oc(-c2ccc(Cl)cc2)nc1CN1CCCC(C(=O)NCCc2ccccc2)C1 (stereo unspecified)	0
CC(=O)Nc1c(C)nn(-c2ccccc2)c1N1CCC(C(=O)Nc2ccc(C)cc2Cl)CC1	5
CCN(CC)S(=O)(=O)c1nnc(NC(=O)COc2cccc(C)c2)s1	-2

Compound activity from PubChem BioAssay.
